# hiPSC survival = hiPSC single-cell survival enhancement; survival enhancement, % at 20 µM; ATPlite luminescence; 100% = ROCK inhibitor wells, 0% = DMSO; AID 602274; actives 0.044% (n = 360,000); in the data active = survival enhancement above about 18%;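 also: cells exposed to compounds for 16 hours before the ATP read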
# MC4R ag barr = activates human MC4R beta-arrestin recruitment; P32245; U2OS MC4R beta-arrestin complementation, luminescence; percent of melanotan II response, DMSO zero; activation, % at 8.9 µM; actives 0.98% (n = 360,000); AID 540308;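 active = activation above a per-plate cutoff, the mean activation of sample wells on that plate plus 3 SD, cut at about 8% in these data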
# MC4R antag cAMP = blocks human MC4R cAMP signaling. P32245. MC4R-expressing cells, MTII-stimulated cAMP, LANCE TR-FRET. inhibition, % at 6.5 µM. actives 0.48% (n = 360,000);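 active = inhibition above its plate's cutoff, the mean of tested wells on that plate plus 3 SD, cut at about 29% in these data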;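 also: 0% = Melanotan II alone and 100% = Melanotan II plus saturating MCL0020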
#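 System: U2OS cells stably expressing human melanocortin 4 receptor (MC4R). Reagent: Melanotan II challenge after compound preincubation. Doses: 6.5 µM. Times: 30-min compound, 1-h challenge, 1-h detection, room temperature. Measured by: TR-FRET with Eu-cAMP and labeled anti-cAMP, 671 nm. Replicates: singlicate.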
# HTR2A ag = activates the mouse 5-HT2A serotonin receptor | P35363 | CHO-K1 mHTR2A beta-arrestin complementation, luminescence; percent of 30 µM serotonin response | activation, % at 7.6 µM | actives 0.66% (n = 360,000) | AID 624169;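 active = activation above a run cutoff, the mean activation of all tested compounds plus 3 SD, cut at about 14% in these data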;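 also: 0% = plate median of compound wells and 100% = 30 µM serotonin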
# ABHD5 PLIN5 PPI = ABHD5-PLIN5 protein interaction inhibition | Q00G26+Q8WTS1 | Split G. princeps luciferase complementation, luminescence, 4 h | inhibition, % at 4 µM | actives 0.78% (n = 360,000);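 active = inhibition above the mean inhibition across every tested compound plus 3 SD, cut at about 22% in these data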;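 also: 0% = DMSO only wells and the 100% control is not disclosed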
# Glyco luc inh = blocks N-linked glycosylation in D54 reporter cells; D54 ERlucT glycosylation luciferase reporter, 24 h; percent of 100 nM tunicamycin response; reporter increase, % at 12.5 µM; actives 0.23% (n = 360,000); AID 588692;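 active = mean luciferase reporter signal, scaled so untreated is 0 and the glycosylation-blocking control 100, at or above a set limit in every replicate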;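 also: luciferase carries N-glycosylation sites so blocking glycosylation raises the light; 0% = median of neutral control wells and 100% = median of 100 nM tunicamycin wells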
# aDG glyco up = increases alpha dystroglycan glycosylation | Pro5-aDG cells, alpha-DG glycosylation AlphaScreen (IIH6); 0% Pro5, 100% B10-LARGE cell signal | activation, % at 10 µM | actives 0.22% (n = 360,000);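 active = activation of at least 8% versus controls, or a plate z-score of at least 8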;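 also: Pro5 are CHO cells carrying HIG-tagged alpha-DG that lacks glycosylation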
# ABCB6 inh MLPCN = blocks the human ABCB6 transporter | Q9NP58 | K562-ABCB6 porphyrin accumulation, flow cytometry, 1 h; hits give low values | fluorescence ratio to DMSO, % at 10 µM | actives 0.19% (n = 360,000);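 active = fluorescence ratio to DMSO below 75%, the collection mean minus 3 SD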;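 also: signal is porphyrin accumulated inside mitochondria; 100% equals median channel fluorescence of DMSO control wells; lower ratio means ABCB6 inhibition with less porphyrin fluorescence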
# Target sequence (Q9NP58 whole entry, looked up): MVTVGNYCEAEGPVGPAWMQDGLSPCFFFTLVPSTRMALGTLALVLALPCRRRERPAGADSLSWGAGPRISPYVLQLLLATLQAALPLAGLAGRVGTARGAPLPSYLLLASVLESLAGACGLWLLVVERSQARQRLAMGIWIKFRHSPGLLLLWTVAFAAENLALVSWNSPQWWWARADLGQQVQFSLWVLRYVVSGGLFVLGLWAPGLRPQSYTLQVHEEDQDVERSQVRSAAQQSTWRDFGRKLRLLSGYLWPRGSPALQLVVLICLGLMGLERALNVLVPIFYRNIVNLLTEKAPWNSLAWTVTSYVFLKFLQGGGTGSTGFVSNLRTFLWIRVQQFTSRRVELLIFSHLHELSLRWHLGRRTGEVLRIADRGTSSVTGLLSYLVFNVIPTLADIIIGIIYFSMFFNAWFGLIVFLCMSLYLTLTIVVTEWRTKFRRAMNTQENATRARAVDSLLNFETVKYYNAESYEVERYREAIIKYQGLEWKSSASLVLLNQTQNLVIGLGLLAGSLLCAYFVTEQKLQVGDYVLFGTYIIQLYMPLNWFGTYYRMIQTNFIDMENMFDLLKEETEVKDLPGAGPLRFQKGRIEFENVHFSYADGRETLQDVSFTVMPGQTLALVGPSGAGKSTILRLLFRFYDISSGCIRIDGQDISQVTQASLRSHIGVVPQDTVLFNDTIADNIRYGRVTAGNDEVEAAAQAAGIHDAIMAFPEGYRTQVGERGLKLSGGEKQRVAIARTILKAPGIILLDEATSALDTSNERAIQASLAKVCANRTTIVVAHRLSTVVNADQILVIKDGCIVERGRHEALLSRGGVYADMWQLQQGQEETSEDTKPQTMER
# H9c2 protect = protects H9c2 cardiomyocytes from peroxide injury; H2O2 injury protection, ATPLite, 2 h; actives 0.63% (n = 360,000); protection from H2O2 cell death, % at 20 µM;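 active = compounds giving at least 50% protection of heart cells from peroxide-induced death in the single-dose screen, raw or plate-pattern-corrected value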;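 also: 0% = DMSO wells with peroxide and 100% = DMSO wells without peroxide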
# Exocytosis inh = blocks lytic granule exocytosis. AID 651702. actives 0.66% (n = 360,000). TALL-104 LAMP-1 surface exposure, flow cytometry; cells stimulated with thapsigargin and PMA. inhibition, % at 10 µM;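 active = inhibition above about 55%, limit read from the data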
# Starred values were filed as active, the others as inactive; · = no result given.
# Sample of the layout, four compounds:
# Order of results – hiPSC survival	MC4R ag barr	MC4R antag cAMP	HTR2A ag	ABHD5 PLIN5 PPI	Glyco luc inh	aDG glyco up	ABCB6 inh MLPCN	H9c2 protect	Exocytosis inh
Nc1ncnc2c1ncn2[C@@H]1O[C@H](C(=O)N[C@H]2c3ccccc3C[C@H]2OC=O)[C@@H](O)[C@H]1O
→ 2.2	·	·	3	-6	2	-0.2	104	1	0
Cc1ccc(S(=O)(=O)N2CCN(C(=O)Cn3c(=O)cnc4ccccc43)CC2)cc1
→ 0.6	-0.3	0	0	1	-1	-0.1	111	4	2
CC/C(=N\NC(=O)Nc1nonc1N)c1ccc(OC)c(OC)c1
→ 0.3	-2.6	20	-2	-4	1	0.1	99	-4	-1
Cc1ccc(-c2c(NC(=O)C(C)C)n(C)c3ccccc3c2=O)cc1
→ -0.6	-1.7	3	6	-1	4	0.0	98	5	9

# This part in full (from the top)
# Order of results – hiPSC survival	MC4R ag barr	MC4R antag cAMP	HTR2A ag	ABHD5 PLIN5 PPI	Glyco luc inh	aDG glyco up	ABCB6 inh MLPCN	H9c2 protect	Exocytosis inh
Nc1ncnc2c1ncn2[C@@H]1O[C@H](C(=O)N[C@H]2c3ccccc3C[C@H]2OC=O)[C@@H](O)[C@H]1O
→ 2.2	·	·	3	-6	2	-0.2	104	1	0
Cc1ccc(S(=O)(=O)N2CCN(C(=O)Cn3c(=O)cnc4ccccc43)CC2)cc1
→ 0.6	-0.3	0	0	1	-1	-0.1	111	4	2
CC/C(=N\NC(=O)Nc1nonc1N)c1ccc(OC)c(OC)c1
→ 0.3	-2.6	20	-2	-4	1	0.1	99	-4	-1
Cc1ccc(-c2c(NC(=O)C(C)C)n(C)c3ccccc3c2=O)cc1
→ -0.6	-1.7	3	6	-1	4	0.0	98	5	9
CCN(CC)CCN1C(=O)C(=O)/C(=C(/O)c2c(C)[nH]c(C(=O)OC)c2C)C1c1ccc(C)o1 (stereo not drawn)
→ -0.5	-1.9	10	-3	-5	-1	-0.1	98	2	-8
Cc1ccc(CC(=O)Nc2ccc(OC(F)F)c(Cl)c2)cc1C
→ -0.5	1.5	0	4	-3	1	0.4	98	-2	-7
COc1cccc(C2=NOC(C(=O)NCC3CCCO3)C2)c1 (stereo not drawn)
→ 4.4	-2.4	7	4	3	1	-0.1	101	-5	1
O=C(NCc1ccccc1)c1ccc(N2CCC3(CC2)CC(c2ccccc2)=NO3)c([N+](=O)[O-])c1
→ 2.7	-2.1	3	-2	1	-2	0.4	92	-9	-9
O=S1(=O)N=C(SCCO)c2ccccc21
→ 0.5	0.0	8	-5	-4	2	0.0	195	-20	-9
CCCCOc1ccc(/C=C/C(=O)Nc2ccc(C(N)=O)cc2)cc1
→ -1.3	3.3	-6	1	7	-1	0.3	97	6	1
COc1ccc(-c2csc(NC3OC(=O)c4ccccc43)n2)cc1 (stereo not drawn)
→ -0.6	-1.9	3	-3	14	-8	0.6	94	7	-1
CN(C)c1ccc(/C=N/NC(=O)CNC(=O)c2ccc3c(c2)OCCO3)cc1
→ 1.9	-2.8	-3	-8	1	1	-0.2	104	-7	-2
CN(C)C(=O)c1nc2ccc(Cl)cn2c1CN1CCN(c2ncccn2)CC1
→ 0.6	0.7	14	1	-7	1	0.1	104	3	6
CCc1cccc(CC)c1NC(=O)CSc1nnc(CCC(=O)O)c(=O)[nH]1
→ 0.6	-2.3	1	4	-1	3	-0.1	97	0	3
COc1cc(/C=N/NC(=O)C(=O)NCc2cccnc2)cc(OC)c1OC
→ -0.8	-1.4	4	-3	-1	5	0.0	203	-2	-2
COC(=O)C1(C(=O)OC)C2C(=O)C3C(C21)C3(C(=O)OC(C)(C)C)C(=O)OC(C)(C)C (stereo not drawn)
→ 3.7	-1.2	7	-1	0	0	-0.2	96	18	-1
CN(C(=O)COC(=O)CCC1CCCCC1)c1c(N)n(Cc2ccccc2)c(=O)[nH]c1=O
→ -0.2	-4.0	7	1	-4	1	-0.1	96	-1	-15
O=C(NCCNC1CCC(c2ccccc2)CC1)c1ccc(F)cc1 (stereo not drawn)
→ -0.6	3.9	2	-9	9	0	2.3	91	-11	5
Clc1ccc(-c2nnc3n2CCCC3)cc1
→ -1.3	0.2	5	-3	-1	1	0.1	88	-6	0
Cc1ccc(-n2c(C)cc(/C=N/NC(=O)CC3(C)OCCO3)c2C)cc1
→ 0.6	0.5	-4	-8	-3	-4	0.3	103	-8	-1
O=C(O)/C=C/C(=O)NCCC(c1ccccc1)c1ccccc1
→ -0.7	1.2	12	-2	1	0	0.0	94	1	-1
COc1ccc(-c2nn(-c3ccccc3)cc2C(=O)Nc2cccc(S(=O)(=O)NC3=NCCC3)c2)cc1
→ -0.4	-1.4	8	5	-5	-3	-0.4	96	19	0
Cc1nn(-c2ccc(N3CCCCC3)nn2)c(C)c1CCC(=O)Nc1cc(F)ccc1F
→ -0.7	-0.5	10	-4	-13	-5	0.1	92	-4	4
CC(Oc1ccc(Br)cc1Cl)C(=O)Nc1ccncc1 (stereo not drawn)
→ 1.3	-1.6	5	4	0	13	1.0	96	-15	9
CCOC(=O)c1ccc(NC(=S)NCc2ccc(F)cc2)cc1
→ -0.7	1.0	18	-1	0	0	0.2	95	-14	-1
CC(C)N=C(NC#N)SCC(=O)NC(C)(C)C
→ 3.8	-0.4	-2	3	-4	1	0.0	103	2	0
Cn1c(Cl)nc2ccccc21
→ -0.1	1.9	0	3	8	4	-0.1	92	1	11
Cc1ccc(-c2cc(C(=O)Nc3ccccc3C)c3ccccc3n2)o1
→ -1.0	-0.3	0	-4	14	1	0.0	103	-4	82*
O=C(Nc1cc(-c2nc3ncccc3o2)ccc1Cl)c1ccco1
→ 0.3	-3.9	1	3	2	1	0.2	96	24	0
CC(C)c1ccccc1OCC(=O)N(C)CC(=O)Nc1ccc(F)cc1
→ -0.5	-4.2	19	-13	-2	3	0.1	103	-4	-6

# Only ABHD5 PLIN5 PPI, H9c2 protect and Glyco luc inh, for some of the entries so far:
SMILES	ABHD5 PLIN5 PPI	H9c2 protect	Glyco luc inh
Cc1ccc(S(=O)(=O)N2CCN(C(=O)Cn3c(=O)cnc4ccccc43)CC2)cc1	1	4	-1
CCN(CC)CCN1C(=O)C(=O)/C(=C(/O)c2c(C)[nH]c(C(=O)OC)c2C)C1c1ccc(C)o1 (stereo not drawn)	-5	2	-1
CC(C)N=C(NC#N)SCC(=O)NC(C)(C)C	-4	2	1
Cc1ccc(-c2c(NC(=O)C(C)C)n(C)c3ccccc3c2=O)cc1	-1	5	4
COc1ccc(-c2nn(-c3ccccc3)cc2C(=O)Nc2cccc(S(=O)(=O)NC3=NCCC3)c2)cc1	-5	19	-3

# Continued.
# Order of results – hiPSC survival	MC4R ag barr	MC4R antag cAMP	HTR2A ag	ABHD5 PLIN5 PPI	Glyco luc inh	aDG glyco up	ABCB6 inh MLPCN	H9c2 protect	Exocytosis inh
COc1ccc(C(=O)COC(=O)c2ccccc2C(=O)N(C)c2ccccc2)c(OC)c1
→ 0.2	2.5	-1	2	2	-1	0.0	100	2	3
O=C(CCc1nnc(-c2ccc3c(c2)OCO3)o1)NCCc1ccccc1F
→ -0.4	-2.0	0	2	1	1	-0.1	95	-4	0
COc1ccc(S(=O)(=O)NCC(c2ccc(F)cc2)N2CCOCC2)cc1Br (stereo not drawn)
→ 0.0	1.9	3	-2	-1	-1	-0.2	94	-4	0
CCN(C)C1CN(Cc2cn(Cc3ccc(C(F)(F)F)cc3)nn2)S(=O)(=O)C1 (stereo not drawn)
→ 1.1	·	·	5	-4	·	0.4	96	·	-4
CC(C)CN1CCN(Cc2ccc(Oc3ncccn3)cc2)CC1CCO (stereo not drawn)
→ 0.4	2.0	18	-6	-6	-3	0.0	99	-4	-7
Cc1ccc(S(=O)(=O)CCC(=O)NCCc2ccccc2)cc1
→ 0.3	0.0	10	-5	-5	0	-0.2	103	0	0
COc1ccc2[nH]c3c(c2c1)CCN1C(=O)C(CC(=O)NC(C)(C)C)C[C@H](C(=O)N(C(C)C)C(C)C)[C@@]31C (stereo partly drawn)
→ -1.6	-0.9	4	-3	9	3	0.0	98	4	-1
CC(C)(C)N1CC(c2nc3ccccc3n2Cc2ccc(F)cc2)CC1=O (stereo not drawn)
→ 0.2	0.0	4	-2	3	-1	0.4	81	9	0
CN(C)CCOC(=O)c1ccc2[nH]c3c(c2c1)CSCC3
→ 0.5	0.0	3	-1	4	-1	-0.2	99	7	5
O=C(O)c1ccc(N/N=C/C(Br)=C/c2ccccc2)cc1
→ 0.2	2.4	-2	-4	9	-6	0.0	108	-6	15
CCOC(=O)N1CCC(Nc2c(OCC)c(=O)c2=O)CC1
→ 0.6	-0.1	1	-1	8	2	0.2	101	6	0
Cc1cc(C)cc(OCC(=O)N2N=C(c3cccnc3)CC2(O)C(F)(F)F)c1 (stereo not drawn)
→ -0.7	3.3	-1	2	0	-1	0.4	94	-9	1
Cc1nnc(NC(=O)CSc2cn(CCNC(=O)c3ccccc3)c3ccccc23)s1
→ -1.8	0.8	23	7	-6	-2	-0.2	103	10	2
Nc1nc(N)nc(-c2cccc(Cl)c2Cl)n1
→ -0.2	-1.1	-4	0	0	4	-0.2	97	4	4
CC1(C(=O)NS(=O)(=O)c2ccc(F)cc2F)CCN1C(=O)c1ccco1 (stereo not drawn)
→ 4.3	1.2	12	3	-10	0	-0.2	99	-2	1
O=S(=O)(NC1CCCC1)c1cccc(S(=O)(=O)N2CCC(n3nnc4ccccc43)CC2)c1
→ 3.8	-1.9	-3	-8	-9	-3	0.3	92	-9	11
Cc1cccc(NC(=O)c2ccc3c(c2)OCCO3)c1C
→ -0.3	-2.2	3	8	3	-2	0.0	97	-6	-7
O=C(NCCN1CCN(Cc2ccccc2)CC1)C1c2ccccc2C(=O)N2CCc3ccccc3C12 (stereo not drawn)
→ -0.4	1.1	8	-1	2	0	0.0	93	9	-1
O=C(c1cc2cc(Cl)ccc2oc1=O)N1CCN(c2ccccn2)CC1
→ -0.5	2.2	5	-1	8	-1	-0.3	108	-4	-3
Cn1ncc(Cl)c1C(=O)N1CCN(S(=O)(=O)c2ccc(F)cc2)CC1
→ 0.1	-2.4	6	-2	-8	0	0.2	101	0	4
COc1ccc(-n2nnnc2SCC(=O)NNC(=O)c2ccc([N+](=O)[O-])cc2)cc1
→ -2.1	2.4	9	0	1	5	-0.1	69*	-2	17
CC(C)(O)CN(C(=O)C(c1ccccc1)c1ccccc1)C1CCCCC1
→ -0.3	0.9	4	5	-2	-6	0.8	94	5	-12
CCOc1ccc(NC(=O)Cn2cc(C(C)=O)c3ccccc32)cc1
→ 0.4	-2.6	15	-5	-7	-1	0.3	97	-6	-2
CN(C)C1=C(Cl)C(=O)N(c2ccc(Cl)c(Cl)c2)C1=O
→ -0.4	5.9	27	-1	14	-1	0.1	100	2	-3
CCOC(=O)C1CCN(S(=O)(=O)c2ccc(OC)c(Cl)c2Cl)CC1
→ -0.8	-1.1	2	-6	-1	1	-0.1	94	2	-3
